Source: PubChem BioAssay
RXFP1 ag: agonists of human relaxin receptor RXFP1 | Q9HBX9 | Potency, µM (top dose mostly 57.5 µM), without a hit: at the highest dose activation, usual class: activators | HEK293T-RXFP1 cAMP TR-FRET, 30 min; response scale: percent of porcine relaxin response, buffer zero | actives 0.3% (n = 370,000) | AID 2676; further: potency means the concentration at half of the fitted maximal effect; on the % scale 0 is the no-effect control and ±100 the full control effect; nearly all actives have a fitted effect of over 60% in size; many of its hits are not listed in these tables
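Agonist response is measured as cAMP accumulation in an RXFP1-transfected HEK293T line under PDE4 inhibition. Values are scaled between buffer-only and 29 nM porcine relaxin, and EC50s come from standard Hill equation fits.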
LDHA inh: LDHA (human) enzyme inhibition; purified LDHA, NADH/diaphorase-resazurin fluorescence; hits give low values; actives 0.15% (n = 480,000); activity change, % (values are at about 110 or 230 µM); AID 1347041; in the data active means activity change below about -30%; inconclusive means mostly about -25% to -30%;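 further: plate controls were DMSO wells for no effect and wells without enzyme for full effect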
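Remaining NADH was detected by diaphorase (0.133 mg/mL) converting 37 µM resazurin to fluorescent resorufin, read at 0 and 20 minutes. The preceding 5-minute room-temperature reaction used 2 nM LDHA, 0.2 mM sodium pyruvate and 0.06 mM NADH at pH 7.4.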
Glioma ERSR ind: induces the endoplasmic reticulum stress response in human glioma cells | actives 0.02% (n = 420,000) | Potency, µM, for the others: at the top dose activation, usual class: activators | U87-MG GRP78 promoter luciferase reporter, 16 h; further: potency means the concentration at half of the fitted maximal effect; series mostly up to about 76 µM; % of control where 0% means no effect; nearly all actives have a fitted effect of over 35% in size
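Stably transfected U87-MG glioma cells carrying a GRP78-based luciferase sensor; 16 h compound incubation. Luminescence end-point read 10 min after Bright-Glo addition at room temperature.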
D2 PAM: positive allosteric modulators of human D2 dopamine receptor; potentiation, % at 10 µM; HEK293 T-REx D2, calcium flux, EC20 dopamine potentiation; P14416; actives 0.34% (n = 340,000);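 active means potentiation over 3 SD above the plate norm, cut at about 30% in these data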; further: 0% is about no effect
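Tetracycline-induced HEK293 T-REx cells force-coupled to calcium signalling expressed D2; compounds were pin-added after a 10 s baseline, read kinetically 180 s, then an EC20 dopamine challenge followed with a further 180 s calcium read.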
Vif-APOBEC3F blk: blocks the Vif interaction with APOBEC3F. AID 602313. actives 0.2% (n = 390,000). Potency, µM (series often up to 46.1 µM), for the others: top-dose activity, negative = active. HeLa A3F-eYFP + Vif (tagged APOBEC3F with the HIV-1 protein that degrades it), YFP fluorescence increase; further: potency means the concentration at half of the fitted maximal effect; % of control where 0% means no effect; nearly all actives have a fitted effect of over 65% in size
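HeLa cells stably expressing A3F-eYFP plus Vif, plated and incubated overnight at 37 deg C, then exposed to compounds overnight at 37 deg C. Blocked degradation read as raised yellow fluorescence (Ex 488/Em 500-530).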
D1 antagonist: human D1 dopamine receptor antagonism; HEK293 TREx D1 cells, calcium flux, dopamine EC80; hits give low values; P21728; activity change, negative = inhibition, % at 10 µM; actives 3.2% (n = 360,000); in the data active means activity change below about -30%; further: on the % scale 0 is the no-effect control and ±100 the full control effect
Target sequence (P21728 whole entry, looked up): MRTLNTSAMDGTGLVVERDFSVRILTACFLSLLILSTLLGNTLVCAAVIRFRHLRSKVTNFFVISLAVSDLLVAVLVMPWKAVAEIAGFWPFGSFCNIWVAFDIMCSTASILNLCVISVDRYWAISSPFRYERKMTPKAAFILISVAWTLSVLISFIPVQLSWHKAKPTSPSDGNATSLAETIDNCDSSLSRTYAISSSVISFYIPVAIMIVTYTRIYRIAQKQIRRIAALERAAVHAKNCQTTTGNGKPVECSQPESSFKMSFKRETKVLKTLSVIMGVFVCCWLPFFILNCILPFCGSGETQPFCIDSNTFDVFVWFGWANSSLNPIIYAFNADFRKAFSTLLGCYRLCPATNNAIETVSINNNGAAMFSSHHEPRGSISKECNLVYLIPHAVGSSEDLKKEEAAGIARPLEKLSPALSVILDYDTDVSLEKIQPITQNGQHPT
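After overnight tetracycline induction at 30 C, force-coupled D1 HEK293 cells took up a no-wash calcium dye at room temperature. Compounds were added and monitored 180 s, and the response to EC80 dopamine was then recorded.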
D1 PAM: human D1 dopamine receptor positive modulation; AID 504651; P21728; HEK293 TREx D1 cells, calcium flux, dopamine EC20 potentiation; actives 0.036% (n = 360,000); potentiation, % at 10 µM; in the data active means potentiation above about 30%; further: 0% is about no effect
Vif-A3G inh: blocks the Vif interaction with human APOBEC3G; Q9HC16; HeLa A3G-eYFP + Vif (tagged APOBEC3G with the HIV-1 protein that degrades it), YFP fluorescence, overnight; Potency, µM (series often up to 46.1 µM), without a hit: at the top dose activity, negative = active, most hits filed as inhibitors; actives 0.076% (n = 410,000); AID 602310;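 further: potency means the concentration at half of the fitted maximal effect; on the % scale 0 is the no-effect control and ±100 the full control effect; nearly all actives have a fitted effect of over 60% in size; hits raise eYFP signal because A3G escapes Vif-driven loss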
Target sequence (Q9HC16 whole entry, looked up): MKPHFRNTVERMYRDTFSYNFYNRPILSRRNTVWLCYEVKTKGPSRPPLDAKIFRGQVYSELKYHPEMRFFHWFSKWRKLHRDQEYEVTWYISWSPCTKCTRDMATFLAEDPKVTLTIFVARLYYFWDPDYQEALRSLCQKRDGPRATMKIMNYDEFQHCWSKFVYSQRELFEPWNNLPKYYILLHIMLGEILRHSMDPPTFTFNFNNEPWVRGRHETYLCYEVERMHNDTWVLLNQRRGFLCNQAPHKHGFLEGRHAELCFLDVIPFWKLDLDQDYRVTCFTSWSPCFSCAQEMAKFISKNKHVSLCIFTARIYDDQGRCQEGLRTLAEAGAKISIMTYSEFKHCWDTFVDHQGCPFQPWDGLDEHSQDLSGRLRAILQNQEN
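Read-out is eYFP fluorescence (Ex 488/Em 500-530) from Vif-expressing HeLa A3G-eYFP cells; more signal means A3G escaped Vif-mediated degradation. Cells plated overnight, compound pinned in, incubated overnight at 37 deg C.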
D1 agonist: activates the human D1 dopamine receptor. P21728. HEK293 T-REx D1 cells, calcium flux, agonist mode. activation, % at 2 µM. actives 1% (n = 360,000). AID 504660; in the data active means activation above about 30%; further: 0% is about no effect
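Tetracycline-induced HEK293 TREx D1 cells, force-coupled to calcium signalling, were dye-loaded with a no-wash calcium kit. Compound was pin-added after a 10 s baseline. Fluorescence was read kinetically at 1 cycle/s for 180 s, with calcium rises flagged as agonism.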
The depositor's hits bear a star; ? = inconclusive; . = no result given; & = joins results of further samples. Unless noted, the call rests on the fitted dose curve; in most records, active means well fitted curve in the direction sought with a large enough effect; inconclusive means small, poorly fitted or top-dose-only effect, or another doubt; inactive means no such curve, though single readings can be large; an effect the other way counts as inactive or inconclusive.

SMILES	RXFP1 ag	LDHA inh	Glioma ERSR ind	D2 PAM	Vif-APOBEC3F blk	D1 antagonist	D1 PAM	Vif-A3G inh	D1 agonist
CCOc1ccc(-c2nc(=S)[nH][nH]2)cc1	0.0%	-6	6%	-12	-15%	-4	-6	-1%	3
Nc1c(C(=O)Nc2ccc3c(c2)OCCO3)nnn1Cc1ccccc1	-0.8%	-4	0%	6	-11%	1	4	-10%	4
COc1ccc(/C=C(/NC(=O)c2ccc([N+](=O)[O-])cc2)C(=O)NC(C)(C)C)cc1	-1.6%	-3	-3%	-4	-9%	-26	-2	0%	0
CCOc1ccc(NC(=O)CCS(=O)(=O)c2ccc(Br)s2)cc1	-0.1%	-14	-3%	8	-1%	1	3	-1%	0
CCc1ccc(/C=C2\Oc3cc(OC(=O)N4CCOCC4)ccc3C2=O)cc1	2.4%	-2	-4%	12	0%	-11	-4	1%	0
Cc1[nH]n(-c2ccc([N+](=O)[O-])cc2)c(=O)c1C=NCCN1CCN(C(=O)c2ccccc2)CC1	5.2%	1	-1%	-6	1%	3	-2	0%	1
CC(=O)C1(C)OC(N)=C(C#N)C(c2ccccc2)C1(C#N)C#N (stereo not drawn)	1.4%	12	-2%	14	-32%	11	0	-7%	6
Cc1ccc(OCCC(=O)OC(C)C(=O)Nc2c(C)n(C)n(-c3ccccc3)c2=O)cc1 (stereo not drawn)	0.6%	-10	-1%	9	6%	6	-4	2%	4
Cc1ccc(OCCCCCN2CCOCC2)cc1	1.5%	-3	-4%	.	3%	4	-5	1%	3
Clc1cc(Cl)cc(CN2CCSCC2)c1	-0.7%	-4	0%	8	-5%	9	-4	0%	1
COc1cc(CC(=O)OCC(=O)c2ccc3c(c2)OCCO3)cc(OC)c1OC	3.0%	-2	-5%	4	-8%	-2	3	?	1
O=C(NC1CC1)c1ccc(CSCc2ccc(Cl)cc2)o1	.	-3	0%	.	-1%	.	.	-1%	.
C[C@@H]1CN([C@H](C)CO)C(=O)CCCn2cc(nn2)CO[C@H]1CN(C)C(=O)Nc1cccc(F)c1	.	-13	-2%	.	-2%	.	.	-3%	.
C#CCNC(=O)/C=C/c1ccc(C)cc1	5.7%	-5	-6%	4	3%	-1	-3	1%	-3
COCCn1c(SCC(=O)Nc2cccc(C)c2)nnc1C(C)C	1.6%	1	-2%	3	7%	-11	0	-1%	2
O=C(O)CC/C(=N/NC(=O)CNC(=O)Cc1ccc(Cl)cc1)c1ccccc1	-0.7%	2	1%	.	-2%	-8	-6	0%	0
COc1ccc(-c2cc3nc(-c4ccccc4)cc(N4CCN(C(=O)c5ccccc5)CC4)n3n2)cc1	.	1	-2%	.	-8%	.	.	-4%	.
CCc1ccc(CNn2cnnc2SCC(=O)NC(C)(C)C)cc1	0.0%	-3	2%	14	1%	11	-3	0%	1
O=C(O)CCCNC(=O)c1ccc(NC(=O)Cc2ccc(Cl)cc2)cc1	0.3%	1	-4%	-2	-8%	-21	-6	-2%	4
COc1ccccc1N1CCN(C(=O)[C@@H]2CCCN2C2=NS(=O)(=O)c3ccccc32)CC1	.	1	-5%	.	3%	.	.	1%	.
COc1ccc2nc3n(c(=O)c2c1)-c1cc2ccccc2cc1C(=O)NC3Cc1ccc(O)cc1 (stereo not drawn)	.	-6	-7%	.	2%	.	.	-18%	.
Clc1nc(-c2cccnc2)nc2scc(-c3ccccc3)c12	0.5%	-1	2%	1	1%	22	-3	-6%	7
COC(=O)c1ccc(C(=O)OC)c(NC(=O)CN2CCN(c3ccc(OC)cc3)CC2)c1	1.3%	1	-4%	-2	1%	.	1	0%	0
Cc1cc(C(=O)NCC(c2cccs2)N2CCOCC2)ccc1[N+](=O)[O-] (stereo not drawn)	5.7%	-6	-3%	-13	1%	6	-3	?	7
Cc1nn(-c2ccccc2Cl)c(Cl)c1/C=N/Nc1cccc(C(=O)O)c1	0.1%	-2	-13%	8	8%	-21	-3	-4%	2
Cc1ccc(S(=O)(=O)n2[nH]c(=O)cc2N)cc1	0.0%	0	-3%	-18	4%	-5	-5	6%	4
CSc1ccc(CNC(=O)C2CCC(=O)N(CC3CCCCC3)C2)cc1 (stereo not drawn)	.	1	-3%	.	0%	.	.	1%	.
Cc1cccc(NC(=S)NC23CN4CN(CN(C4)C2)C3)c1	0.7%	-2	0%	11	-1%	2	6	12%	1
CN(c1ccccc1)S(=O)(=O)c1ccc(C(=O)NCC(c2ccco2)N2CCCCC2)cc1 (stereo not drawn)	0.0%	-1	-2%	-11	-4%	6	-9	5%	2
O=S1(=O)c2c(F)cccc2OC(COCc2ccccc2)CN1C1CCCC1 (stereo not drawn)	.	-1	-3%	.	3%	.	.	0%	.
O=C(NCc1ccc2c(c1)OCO2)c1cc2ccccc2o1	0.7%	1	6%	-3	-9%	.	-4	7%	1
COCCn1c(C(F)(F)F)ccc(NC(=O)c2ccccc2)c1=O	7.9%	3	-2%	-12	-16%	-9	0	-2%	1
Cc1cc(=O)[nH]c(SCC(=O)c2ccc(F)c(C)c2)n1	-1.3%	-2	-2%	-3	13%	1	1	-4%	9
O=S(=O)(Oc1ccccc1N1CCCCC1)c1ccccc1	-2.0%	1	0%	3	-9%	0	-6	-2%	2
COc1ccccc1CNC(=O)CCS(=O)(=O)c1ccc2c(c1)oc(=O)n2C	-1.0%	-2	-1%	-2	-1%	-1	6	2%	1
CC(Nc1ccc(Br)cc1)C(=O)Nc1cccc(S(=O)(=O)N2CCOCC2)c1 (stereo not drawn)	0.0%	-5	-2%	-4	1%	-14	-3	0%	13
CCOC(=O)Cn1c(=N)n(CCOc2ccc3ccccc3c2)c2ccccc21	-2.5%	6	-17%	11	1%	5	-10	6%	32*
Cc1cccc(NC(=O)CSc2c(C)cnc3c2c(=O)n(C)c(=O)n3C)c1C	6.0%	-3	-3%	-4	0%	.	0	0%	0
O=C(O)CSCC(=O)Nc1ccccn1	0.0%	-2	-4%	-1	0%	19	3	0%	1
COc1ccc(S(=O)(=O)N(C)C)cc1NC(=O)CSc1nncs1	18µM*	-2	0%	-3	6%	13	1	0%	4

Continued; it opens with the two that closed the last part.
SMILES	RXFP1 ag	LDHA inh	Glioma ERSR ind	D2 PAM	Vif-APOBEC3F blk	D1 antagonist	D1 PAM	Vif-A3G inh	D1 agonist
O=C(O)CSCC(=O)Nc1ccccn1	0.0%	-2	-4%	-1	0%	19	3	0%	1
COc1ccc(S(=O)(=O)N(C)C)cc1NC(=O)CSc1nncs1	18µM*	-2	0%	-3	6%	13	1	0%	4
CCc1nc(CN(C)C(=O)C2CCC(=O)N(Cc3cccc(F)c3)C2)no1 (stereo not drawn)	-0.7%	-1	4%	1	-7%	8	-1	0%	19
CC(C)Nc1ccc(C(CC(N)=O)NC(=O)Cc2ccc(Cl)cc2)cc1[N+](=O)[O-] (stereo not drawn)	2.8%	0	-3%	0	-2%	-19	-4	-10%	0
COc1ccc(OC)c(NC(=O)c2cccc(NC(=O)c3ccco3)c2)c1	.	-1	-1%	.	1%	.	.	-2%	.
CCCCn1c(N)c(N(CCOC)C(=O)c2ccc(-c3ccc([N+](=O)[O-])cc3)o2)c(=O)[nH]c1=O	0.2%	-3	-1%	-1	8%	0	-1	-1%	0
N#Cc1cnc2sc3ccccc3n2c1=N	-0.3%	-10	-4%	1	6%	4	0	1%	0
CC1CCc2[nH]c3ccc(C(=O)NCC4CCCO4)cc3c2C1 (stereo not drawn)	-1.2%	-1	3%	6	?	0	-3	-3%	0
Cc1c(C)n(C)c2ccc(C(=O)N3CCN(c4ccccc4)CC3)cc12	2.2%&-2.4%	1&-3	-1%&-3%	-6	-8%&-13%	-3&8	0&-3	1%&1%	1&3
CC(=O)c1ccc(OCCCC(=O)N2CCN(S(=O)(=O)c3ccc(C(C)C)cc3)CC2)cc1	3.2%	0	-4%	-8	-1%	-18	-1	0%	10
N#CCCSc1ccccc1NC(=O)c1ccc(S(=O)(=O)N2CCCC2)cc1	0.5%	.	.	16	.	-20	-1	.	2
Cc1cccc(NC(=O)CN(CC2CCCO2)C(=O)c2oc3ccc(F)cc3c2C)c1C (stereo not drawn)	1.3%	1	-2%	12	6%	-7	3	-4%	2
COc1ccc(C(=O)Nc2cc(C)on2)cc1S(=O)(=O)N1CC(c2ccccc2)CC1=O (stereo not drawn)	2.2%	-18	1%	1	-14%	-5	-1	-5%	5

Record cards (already shown). Order of values: RXFP1 ag, LDHA inh, Glioma ERSR ind, D2 PAM, Vif-APOBEC3F blk, D1 antagonist, D1 PAM, Vif-A3G inh, D1 agonist
CC(C)Nc1ccc(C(CC(N)=O)NC(=O)Cc2ccc(Cl)cc2)cc1[N+](=O)[O-] (stereo not drawn) in the list: 2.8%, 0, -3%, 0, -2%, -19, -4, -10%, 0
N#CCCSc1ccccc1NC(=O)c1ccc(S(=O)(=O)N2CCCC2)cc1 in the list: 0.5%, ., ., 16, ., -20, -1, ., 2
N#Cc1cnc2sc3ccccc3n2c1=N in the list: -0.3%, -10, -4%, 1, 6%, 4, 0, 1%, 0

Three entries from above, sorted by length of the SMILES, rising:
SMILES	RXFP1 ag	LDHA inh	Glioma ERSR ind	D2 PAM	Vif-APOBEC3F blk	D1 antagonist	D1 PAM	Vif-A3G inh	D1 agonist
N#CCCSc1ccccc1NC(=O)c1ccc(S(=O)(=O)N2CCCC2)cc1	0.5%	.	.	16	.	-20	-1	.	2
Cc1cccc(NC(=O)CN(CC2CCCO2)C(=O)c2oc3ccc(F)cc3c2C)c1C (stereo not drawn)	1.3%	1	-2%	12	6%	-7	3	-4%	2
COc1ccc(C(=O)Nc2cc(C)on2)cc1S(=O)(=O)N1CC(c2ccccc2)CC1=O (stereo not drawn)	2.2%	-18	1%	1	-14%	-5	-1	-5%	5

Not all compounds are listed, so the mix of outcomes need not match the whole.
